D2 potentiator: D2 dopamine receptor (human) potentiation; HEK293 T-REx D2, calcium flux, EC20 dopamine potentiation; potentiation, % at 10 µM; actives 0.34% (n = 340,000); AID 485347;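 active = potentiation over 3 SD above the plate norm, cut at about 30% in these data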; note: 0% is about no effect
Target sequence (P14416 whole entry, looked up): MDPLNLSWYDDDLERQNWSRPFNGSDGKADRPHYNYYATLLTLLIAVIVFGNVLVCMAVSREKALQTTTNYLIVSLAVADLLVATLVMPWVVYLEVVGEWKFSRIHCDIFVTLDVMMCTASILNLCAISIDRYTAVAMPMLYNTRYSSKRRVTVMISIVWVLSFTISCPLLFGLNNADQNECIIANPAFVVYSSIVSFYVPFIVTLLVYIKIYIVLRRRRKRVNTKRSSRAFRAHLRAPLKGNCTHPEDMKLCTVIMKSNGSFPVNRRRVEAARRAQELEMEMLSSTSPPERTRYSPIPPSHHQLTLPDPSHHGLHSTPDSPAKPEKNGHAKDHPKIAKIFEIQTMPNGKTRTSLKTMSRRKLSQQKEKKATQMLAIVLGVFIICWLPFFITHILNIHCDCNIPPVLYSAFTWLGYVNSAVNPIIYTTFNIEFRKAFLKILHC
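Using a no-wash calcium dye in inducible, force-coupled HEK293 Trex cells expressing D2, we tracked fluorescence each second for 180 s after compound, then for 180 s after EC20 dopamine to detect augmented signalling.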
RXFP1 antag: antagonists of human relaxin receptor RXFP1; activity change, negative = inhibition, % at 57.5 µM; actives 0.59% (n = 350,000); HEK293-RXFP1, relaxin-stimulated cAMP HTRF, 30 min; stronger effect = lower value;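 active = activity change of -60% or lower, but not beyond a set lower limit; inconclusive = change between -60% and -40%, or beyond the set limit; inactive = change above -40%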; note: % is set by controls: 0 for no effect and ±100 for the full control effect
D2 antag: antagonizes the human D2 dopamine receptor; P14416; HEK293 TREx D2 cells, calcium flux, dopamine EC80; inhibition, % at 10 µM; actives 2% (n = 340,000); AID 485344; in the data active = inhibition above about 30%; note: 0% is about no effect
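Tetracycline-induced HEK293 T-REx cells expressing D2 force-coupled to calcium signalling were dye-loaded, exposed to compound for 180 s, then challenged with an EC80 of dopamine; calcium flux was followed kinetically for a further 180 s.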
D2 agonist: agonists of human D2 dopamine receptor; P14416; HEK293 T-REx D2 cells, calcium flux agonist mode; activation, % at 2 µM; actives 0.53% (n = 340,000); AID 485358;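 active = activation over 3 SD above normal in the single-dose calcium agonist read, cut at about 30% in these data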; note: 0% is about no effect
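HEK293 Trex D2 cells, tetracycline-induced, o/n 30 C 5% CO2; no-wash Ca dye, RT 30–90 min; 10-cycle baseline, 23 nl cpd added, kinetic Ca read 180 s; agonist hits = positive Ca response.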
D1 ag: human D1 receptor agonism; P21728; HEK293 T-REx D1 cells, calcium flux, agonist mode; activation, % at 2 µM; actives 1% (n = 360,000); AID 504660; note: 0% is about no effect
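Inducible HEK293 T-REx D1 cells, force-coupled to calcium signalling, were plated at 4000 cells/well with tetracycline and held overnight at 30 C. After no-wash calcium dye loading, compound-evoked calcium rise over 180 s flagged agonists.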
TRHR PAM: TRH receptor (human) allosteric enhancement; actives 0.66% (n = 360,000); enhancement, % at 2 µM; TRHR cells, fluo-8 calcium fluorescence, EC20 TRH enhancement; AID 493056; in the data active = enhancement above about 30%; note: 0% is about no effect
Target sequence (P34981 whole entry, looked up): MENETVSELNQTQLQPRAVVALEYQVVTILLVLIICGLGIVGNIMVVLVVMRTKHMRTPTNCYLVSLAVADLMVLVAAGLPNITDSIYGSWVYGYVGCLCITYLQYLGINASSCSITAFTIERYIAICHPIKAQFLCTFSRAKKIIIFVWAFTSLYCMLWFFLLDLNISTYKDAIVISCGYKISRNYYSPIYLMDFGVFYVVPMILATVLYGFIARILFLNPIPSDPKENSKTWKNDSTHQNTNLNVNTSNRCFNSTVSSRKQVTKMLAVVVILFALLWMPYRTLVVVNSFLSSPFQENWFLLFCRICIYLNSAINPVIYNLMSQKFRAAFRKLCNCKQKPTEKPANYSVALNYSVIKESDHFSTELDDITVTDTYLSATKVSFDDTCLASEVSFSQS
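TRHR-expressing cells loaded with fluo-8 calcium dye were read kinetically (ex 480/em 530) during compound addition, then stimulated with an EC20 of TRH (10 nM final). Enhancement of the Gq-mediated intracellular calcium response was scored.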
TRHR ag: activates the human TRH receptor; P34981; activation, % at 2 µM; TRHR cells, calcium flux fluo-8, FDSS agonist mode; actives 0.18% (n = 360,000); AID 493084; note: 0% is about no effect
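Read-out: compound-evoked intracellular calcium rise in TRHR cells, fluo-8 dye, kinetic FDSS fluorescence at 1 s/cycle following a 10-cycle baseline. Cells cultured overnight before dye loading (30 min–1.5 h, RT).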
D1 potentiator: enhances dopamine response at the human D1 receptor; HEK293 TREx D1 cells, calcium flux, dopamine EC20 potentiation; actives 0.036% (n = 360,000); P21728; AID 504651; potentiation, % at 10 µM; in the data active = potentiation above about 30%; note: 0% is about no effect
D1 antag: blocks dopamine activation of the human D1 receptor | actives 3.2% (n = 360,000) | AID 504652 | activity change, negative = inhibition, % at 10 µM | HEK293 TREx D1 cells, calcium flux, dopamine EC80; stronger effect = lower value; in the data active = activity change below about -30%; note: % is set by controls: 0 for no effect and ±100 for the full control effect
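Kinetic fluorescence of a calcium dye serves as the read-out. D1-expressing Hek293 Trex cells, induced overnight at 30 C, are exposed to compound for 180 s before an EC80 dopamine addition, then read 180 s further.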
* hit, by the source's call. Cut-off read from the data, not from the text of the source, unless noted: active = activation above about 30%; inactive = the rest.

How did COCCOC(=O)c1c(C)n(C)c2ccc(OC(=O)c3cccs3)cc12 do in these assays?
D2 potentiator: -10; RXFP1 antag: 7; D2 antag: 1; D2 agonist: -0.2; D1 ag: 2; TRHR PAM: -6; TRHR ag: 0.3; D1 potentiator: 1; D1 antag: -6

Results for COc1ccc(-c2nn3c(=O)c(C)nnc3s2)cc1 ?
D2 potentiator: -5; RXFP1 antag: -1; D2 antag: 0; D2 agonist: -0.1; D1 ag: 1; TRHR PAM: -6; TRHR ag: -0.8; D1 potentiator: 0; D1 antag: 2

Results for CC(=O)Nc1ccc(NC(=O)CSc2ncc(C(=O)Nc3ccc(Cl)cc3)c(=O)n2C)cc1 ?
D2 potentiator: 5; RXFP1 antag: -16; D2 antag: 28; D2 agonist: 1.5; D1 ag: 5; TRHR PAM: -14; TRHR ag: 0.1; D1 potentiator: -6; D1 antag: -22

How did Cc1cccc(NC(=O)NCCc2ccc(Cl)cc2)c1 do in these assays?
D2 potentiator: -24; RXFP1 antag: -29; D2 antag: -7; D2 agonist: -1.6; D1 ag: 5; TRHR PAM: 1; TRHR ag: -1.3; D1 potentiator: 2; D1 antag: -3

Results for Cc1cc(C)cc(NS(=O)(=O)c2cccs2)c1 ?
RXFP1 antag: -3; D2 antag: 2; D2 agonist: -2.4; D1 ag: 2; TRHR PAM: -2; TRHR ag: -0.5; D1 potentiator: 3; D1 antag: -1

Results for COc1ccccc1CNC(=O)c1cccc(S(=O)(=O)N2CCN(C)CC2)c1 ?
D2 potentiator: 4; RXFP1 antag: -5; D2 antag: 0; D2 agonist: 0.8; D1 ag: -3; TRHR PAM: 3; TRHR ag: 0.7; D1 potentiator: -3; D1 antag: 15

What do the screens show for `Cc1ccc(NC(=O)CSc2nnc(CNC(=O)c3cccs3)o2)cc1`?
D2 potentiator: -2; RXFP1 antag: -6; D2 antag: 5; D2 agonist: -0.2; D1 ag: 0; TRHR PAM: 1; TRHR ag: 1.9; D1 potentiator: -7; D1 antag: -14

What do the screens show for `COc1ccc(-c2cccc(C(=O)N3CCOCC3)c2)cc1`?
D2 potentiator: 13; RXFP1 antag: 0; D2 antag: -4; D2 agonist: -1.0; D1 ag: 1; TRHR PAM: 2; TRHR ag: 0.0; D1 potentiator: -2; D1 antag: 1

How did CCOC(=O)c1c(NC(=O)CCN2CCOCC2)sc2c1CC(C)(C)OC2 do in these assays?
D2 potentiator: -7; RXFP1 antag: -4; D2 antag: 17; D2 agonist: 0.1; D1 ag: 3; TRHR PAM: -2; TRHR ag: 0.2; D1 potentiator: -4; D1 antag: -3

What do the screens show for `Brc1ccccc1/C=N/N1CCCCC1`?
D2 potentiator: 14; RXFP1 antag: -6; D2 antag: -3; D2 agonist: 1.4; D1 ag: 3; TRHR PAM: -1; TRHR ag: -0.1; D1 potentiator: 3; D1 antag: 2

How did COc1ccc(-n2nnc3c(=O)n(C/C=C/c4ccccc4)cnc32)cc1 do in these assays?
D2 potentiator: -6; RXFP1 antag: -7; D2 antag: 9; D2 agonist: 0.4; D1 ag: -1; TRHR PAM: 2; TRHR ag: 0.3; D1 potentiator: -6; D1 antag: 19

How did Nc1nnnn1/N=C/c1ccc(F)cc1 do in these assays?
D2 potentiator: 0; RXFP1 antag: 3; D2 antag: -16; D2 agonist: -1.7; D1 ag: 1; TRHR PAM: -5; TRHR ag: -1.1; D1 potentiator: 3; D1 antag: -10

The closing 4 records of the section before open the next one.
How did CCOC(=O)c1c(NC(=O)CCN2CCOCC2)sc2c1CC(C)(C)OC2 do in these assays?
D2 potentiator: -7; RXFP1 antag: -4; D2 antag: 17; D2 agonist: 0.1; D1 ag: 3; TRHR PAM: -2; TRHR ag: 0.2; D1 potentiator: -4; D1 antag: -3

What do the screens show for `Brc1ccccc1/C=N/N1CCCCC1`?
D2 potentiator: 14; RXFP1 antag: -6; D2 antag: -3; D2 agonist: 1.4; D1 ag: 3; TRHR PAM: -1; TRHR ag: -0.1; D1 potentiator: 3; D1 antag: 2

How did COc1ccc(-n2nnc3c(=O)n(C/C=C/c4ccccc4)cnc32)cc1 do in these assays?
D2 potentiator: -6; RXFP1 antag: -7; D2 antag: 9; D2 agonist: 0.4; D1 ag: -1; TRHR PAM: 2; TRHR ag: 0.3; D1 potentiator: -6; D1 antag: 19

How did Nc1nnnn1/N=C/c1ccc(F)cc1 do in these assays?
D2 potentiator: 0; RXFP1 antag: 3; D2 antag: -16; D2 agonist: -1.7; D1 ag: 1; TRHR PAM: -5; TRHR ag: -1.1; D1 potentiator: 3; D1 antag: -10

Results for COc1ccc(C(=O)NCCNC(C)=O)cc1S(=O)(=O)NCc1ccc(Cl)cc1 ?
D2 potentiator: 14; RXFP1 antag: -5; D2 antag: 0; D2 agonist: 0.6; D1 ag: 3; TRHR PAM: 1; TRHR ag: 0.7; D1 potentiator: 9; D1 antag: 31

What do the screens show for `Cc1ccc(C(=O)NCC2CCCO2)o1` (stereo not drawn)?
D2 potentiator: 13; RXFP1 antag: -6; D2 antag: 10; D2 agonist: 0.4; D1 ag: 3; TRHR PAM: -4; TRHR ag: 0.4; D1 potentiator: -7; D1 antag: -20

How did O=C(/C=C/c1ccc2c(c1)OCO2)Nc1cc(S(=O)(=O)N2CCOCC2)ccc1N1CCOCC1 do in these assays?
D2 potentiator: 5; RXFP1 antag: -3; D2 antag: 13; D2 agonist: 0.6; D1 ag: 2; TRHR PAM: -2; TRHR ag: 0.5; D1 potentiator: -4; D1 antag: -47*

How did CCOc1ccc(-n2c(=O)c3c(C)c(C)sc3n(Cc3cc(=O)n4cc(Cl)ccc4n3)c2=O)cc1 do in these assays?
D2 potentiator: 14; RXFP1 antag: 1; D2 agonist: -0.3; D1 ag: -1; TRHR PAM: 9; TRHR ag: -0.9; D1 potentiator: 1; D1 antag: -42*

What do the screens show for `Cc1c(C(=O)NCCN(C)C)oc2ccc(S(=O)(=O)N3CCC4(CC3)OCCO4)cc12`?
RXFP1 antag: -13; D2 antag: 33*; D2 agonist: 0.9; D1 ag: 1; TRHR PAM: 4; TRHR ag: 0.7; D1 potentiator: 4; D1 antag: -9

Results for COc1ccc(C(=O)N2CC(=O)Nc3ccccc32)cc1S(=O)(=O)N1CCCC1 ?
D2 potentiator: 2; RXFP1 antag: -15; D2 antag: -12; D2 agonist: -0.3; D1 ag: 4; TRHR PAM: -4; TRHR ag: -0.2; D1 potentiator: -1; D1 antag: -1

What do the screens show for `CC1(c2ccc(Cl)cc2Cl)NC(=O)N(CC(=O)NC2CCCCC2)C1=O` (stereo not drawn)?
D2 potentiator: -2; RXFP1 antag: -2; D1 ag: 0; TRHR PAM: 0; TRHR ag: -0.4; D1 potentiator: -4; D1 antag: -11

Results for Cc1cc2c(c(=O)n1Cc1ccco1)C(c1ccccc1)C(C#N)=C(N)O2 (stereo not drawn) ?
D2 potentiator: 6; RXFP1 antag: -12; D2 antag: -13; D2 agonist: 0.9; D1 ag: 1; TRHR PAM: 0; TRHR ag: -0.3; D1 potentiator: 2; D1 antag: -14

How did COc1ccccc1OCCCCCCN1CCOCC1 do in these assays?
D2 potentiator: -8; RXFP1 antag: -6; D2 antag: -2; D2 agonist: -0.5; D1 ag: -1; TRHR PAM: -2; TRHR ag: 0.3; D1 potentiator: -1; D1 antag: 10

How did NC(=O)c1ccc(-n2nnnc2Oc2ccc(Br)cc2)cc1 do in these assays?
D2 potentiator: 5; RXFP1 antag: -13; D2 antag: -11; D2 agonist: 0.8; D1 ag: 4; TRHR PAM: 2; TRHR ag: -0.9; D1 potentiator: -2; D1 antag: -17

How did CCCCCc1ccc(C(=O)CCCC)c(=S)[nH]1 do in these assays?
RXFP1 antag: -64*; D2 antag: 13; D2 agonist: 0.0; D1 ag: 6; TRHR PAM: -6; TRHR ag: -0.5; D1 potentiator: -1; D1 antag: -21

How did Cc1coc2cc3oc(=O)cc(C)c3cc12 do in these assays?
D2 potentiator: -1; RXFP1 antag: -4; D2 antag: -6; D2 agonist: 1.0; D1 ag: 2; TRHR PAM: -1; TRHR ag: -0.2; D1 potentiator: -4; D1 antag: 5

Results for CCC(=O)NNC(=O)CCC(=O)Nc1ccccc1 ?
D2 potentiator: -6; D2 antag: 9; D2 agonist: -0.5; D1 ag: 4; TRHR PAM: 0; TRHR ag: 0.0; D1 potentiator: -6; D1 antag: -11

What do the screens show for `CCOC(=O)c1c(C)n(C)c2ccc(OC(=O)c3ccc(N4C(=O)CCC4=O)cc3)cc12`?
D2 potentiator: -2; RXFP1 antag: -27; D2 antag: 1; D2 agonist: 3.0; D1 ag: 1; TRHR PAM: -3; TRHR ag: 0.3; D1 potentiator: 3; D1 antag: 3

Results for Cc1cc2oc(=O)cc(Cn3ccnc3)c2cc1Cl ?
RXFP1 antag: -7; D1 ag: 4; TRHR PAM: -2; TRHR ag: 0.2; D1 potentiator: 9; D1 antag: 14

How did CN(C)c1ccc(/C=C/C(=O)c2ccccc2O)cc1 do in these assays?
D2 potentiator: 1; RXFP1 antag: -4; D2 antag: -3; D2 agonist: 5.0; D1 ag: 35*; TRHR PAM: -6; TRHR ag: 13; D1 potentiator: -1; D1 antag: -25

How did Oc1ccccc1CN(Cc1ccco1)CC(O)COCc1ccc(Cl)cc1 (stereo not drawn) do in these assays?
D2 potentiator: 9; RXFP1 antag: inconclusive; D2 antag: -2; D2 agonist: -0.3; D1 ag: 2; TRHR PAM: 3; TRHR ag: 0.1; D1 potentiator: 2; D1 antag: -21

How did CCOc1ccc(-c2n[nH]c(=S)c3ccccc23)cc1 do in these assays?
RXFP1 antag: -17; D1 ag: 0; TRHR PAM: -7; TRHR ag: -0.6; D1 potentiator: -1; D1 antag: -6

How did CN(C)CCN(C(=O)c1ccc2ccccc2c1)c1nc2cc3c(cc2s1)OCCO3 do in these assays?
D2 potentiator: -16; RXFP1 antag: -28; D2 antag: 6; D2 agonist: -0.1; D1 ag: 3; TRHR PAM: -1; TRHR ag: -0.1; D1 potentiator: -6; D1 antag: -4

What do the screens show for `Fc1ccccc1OCC1CCCN(Cc2nc(CC3CC3)no2)C1` (stereo not drawn)?
D2 potentiator: -9; RXFP1 antag: -13; D2 antag: 4; D2 agonist: -0.2; D1 ag: 2; TRHR PAM: -3; TRHR ag: 0.8; D1 potentiator: -2; D1 antag: -19

Results for Cc1c(O)c(CN2CCCCC2)cc2c3c(c(=O)oc12)CCC3 ?
D2 potentiator: -2; RXFP1 antag: 3; D2 antag: 28; D2 agonist: -0.3; D1 ag: 2; TRHR PAM: 0; TRHR ag: 0.0; D1 potentiator: -1; D1 antag: -2

Results for CCN(CC)S(=O)(=O)c1ccc2c(c1)N(CC(=O)N1CCC(C(N)=O)CC1)C(=O)CO2 ?
D2 potentiator: 7; RXFP1 antag: 57; D2 antag: 9; D2 agonist: 0.3; D1 ag: 3; TRHR PAM: 18; TRHR ag: 2.0; D1 potentiator: -4; D1 antag: -1

Results for Cc1ccc(C(=O)Nc2sc3c(c2C(=O)O)CCCCC3)o1 ?
D2 potentiator: 3; RXFP1 antag: -8; D2 antag: 32*; D2 agonist: 0.7; D1 ag: 1; TRHR PAM: -11; TRHR ag: -1.4; D1 potentiator: -8; D1 antag: -9
